# Screening results: PubChem BioAssay, several laboratories
# Tn6 DDE FP: DD(E)-Tn6 binding inhibition, primary FP screen; AID 720509; inhibition, % at 8.3 µM; Fibrin DD(E) TRITC-Tn6 fluorescence polarization displacement; P02675; 370,000 tested, 0.21% active;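 active = inhibition above a per-campaign cutoff: mean of compounds within control limits plus 3 SD, cut at about 15% in these data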;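 also: 0% = median of all compound wells on the plate and 100% = blocking peptide control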
# ASAP1 inh: inhibitors of human ASAP1 ArfGAP activity. 360,000 tested, 0.19% active. AID 624377. inhibition, % at 16.5 µM. ASAP1-stimulated ARF1 GTP hydrolysis, GDP FP detection; in the data active = inhibition above about 25%;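 also: 0% = vehicle with enzyme and substrate and 100% = no enzyme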
# rCAG binder: binds r(CAG) RNA repeats. r(CAG) RNA repeat, TO-PRO-1 dye displacement fluorescence. inhibition, % at 3 µM. 370,000 tested, 1.3% active. AID 651821;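 active = inhibition above the plate cutoff, the mean of all test compounds on that plate plus 3 SD, cut at about 35% in these data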;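 also: 0% = DMSO alone and 100% = 100 µM mitoxantrone as full dye displacement; higher means more dye released from RNA so lower well fluorescence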
# GC-A act: GC-A (human) enzyme activation; AID 1671463; activation, % at 10 µM; HEK293 GC-A cells, cGMP TR-FRET, EC30 ANP; 0% at EC30 ANP, 100% saturating ANP; 370,000 tested, 0.14% active; P16066; in the data active = activation above about 40%
# sPLA2-III inh: Inhibits HGIII-sPLA2 liposome hydrolysis, primary screen; Q9NZ20; QFRET BODIPY PC-A2 liposome hydrolysis, fluorescence; inhibition, % at 12.2 µM; 370,000 tested, 0.56% active; AID 743126;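 active = inhibition above mean plus 3 SD of compounds lying within the high and low control bounds, cut at about 19% in these data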;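 also: 0% = median of test compound wells and 100% = no enzyme DMSO wells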
# Target sequence (Q9NZ20 whole entry, looked up): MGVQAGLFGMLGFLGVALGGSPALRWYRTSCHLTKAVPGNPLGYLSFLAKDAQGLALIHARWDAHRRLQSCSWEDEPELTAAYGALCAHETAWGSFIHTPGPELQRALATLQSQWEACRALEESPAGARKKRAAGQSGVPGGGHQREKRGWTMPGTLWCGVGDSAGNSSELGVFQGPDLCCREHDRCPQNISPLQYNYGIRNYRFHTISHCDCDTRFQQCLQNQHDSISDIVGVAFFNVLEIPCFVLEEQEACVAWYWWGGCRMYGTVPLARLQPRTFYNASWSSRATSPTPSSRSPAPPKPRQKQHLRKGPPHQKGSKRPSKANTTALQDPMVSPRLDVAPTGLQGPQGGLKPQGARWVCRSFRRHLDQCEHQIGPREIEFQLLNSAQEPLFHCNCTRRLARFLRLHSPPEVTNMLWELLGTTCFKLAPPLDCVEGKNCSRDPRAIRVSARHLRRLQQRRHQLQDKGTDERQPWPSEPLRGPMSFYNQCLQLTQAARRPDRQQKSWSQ
# ARFGAP1 inh: rat ARFGAP1 inhibition. Q62848. Arfgap1-stimulated ARF1 GTP hydrolysis, GDP FP detection. inhibition, % at 16.5 µM. 360,000 tested, 0.26% active;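 active = inhibition above a per-plate limit, mean inhibition of low control wells plus 3 SD, cut at about 25% in these data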;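 also: 0% = DMSO wells with enzyme and 100% = wells lacking Arfgap1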
#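 Repeats: one replicate per compound; assay system: rat Arfgap1 catalytic domain, aa 1-136; times: enzyme reaction 120 min at 25 °C after 20 min preincubation; detection: FP of antibody-bound GDP Alexa 633 tracer, ex 620/em 688 nm; benchmarks: high control wells lacking Arfgap1, low control full reaction with DMSO; reagent: human ARF1(Δ1-17)-GTP substrate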
# NPR2 activator: GC-B (human) receptor activation. P20594. AID 1920062. HEK293-GC-B cells, CNP EC30, cGMP TR-FRET; 0% at EC30 CNP, 100% saturating CNP. activation, % at 10 µM. 370,000 tested, 0.11% active;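 active = activation at 10 µM reaching about 35% in either raw or pattern-adjusted values, limit read from the data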
# FXN GAA850 act: increases GAA850 frataxin promoter reporter activity; HEK293 lucGAA850 FXN promoter luciferase reporter, 24 h; percent of 10 µM SAHA response; activation, % at 6 µM; 360,000 tested, 0.56% active; AID 540364;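 active = activation above the average of all compounds screened plus 3 SD, cutoff fixed separately per campaign, cut at about 7.5% in these data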;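 also: 0% = DMSO wells and 100% = 10 µM SAHA wells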
# proKLK7 act: activators of human kallikrein-7 zymogen | purified proKLK7, EDANS-DABCYL substrate fluorescence; 100% is mature enzyme control, 0% vehicle | activation, % at 7 µM | 370,000 tested, 0.9% active | AID 652039;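 active = activation above the mean of all tested compounds plus 3 SD, computed per campaign excluding outliers beyond control limits, cut at about 13% in these data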
# ADAM10 inh: ADAM10 inhibition, QFRET primary screen; O14672; recombinant ADAM10, EDANS/DABCYL FRET peptide cleavage, 3 h; inhibition, % at 7 µM; 370,000 tested, 0.62% active; AID 720582;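 active = inhibition above a per-campaign cutoff equal to the mean of compounds falling between control-based bounds plus 3 SD, cut at about 20% in these data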;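 also: 0% = DMSO wells while the 100% control is not disclosed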
# Target sequence (O14672 214-748 limits assumed): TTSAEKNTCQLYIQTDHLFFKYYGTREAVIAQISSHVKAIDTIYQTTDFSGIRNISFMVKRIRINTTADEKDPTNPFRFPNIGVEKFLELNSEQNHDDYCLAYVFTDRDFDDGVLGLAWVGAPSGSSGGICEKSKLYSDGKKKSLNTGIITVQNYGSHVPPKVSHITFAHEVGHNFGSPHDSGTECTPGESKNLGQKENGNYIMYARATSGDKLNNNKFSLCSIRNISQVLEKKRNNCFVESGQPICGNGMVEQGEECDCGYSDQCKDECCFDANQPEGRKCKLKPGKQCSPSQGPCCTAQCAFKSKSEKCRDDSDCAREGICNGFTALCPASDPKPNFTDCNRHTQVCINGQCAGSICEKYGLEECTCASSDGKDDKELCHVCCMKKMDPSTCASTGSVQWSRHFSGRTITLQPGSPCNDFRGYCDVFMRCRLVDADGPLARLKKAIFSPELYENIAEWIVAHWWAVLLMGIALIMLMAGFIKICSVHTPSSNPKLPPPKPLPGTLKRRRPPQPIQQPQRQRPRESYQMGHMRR
# Numbers without * were called inactive; nt = not tested or not shown.
compound,Tn6 DDE FP,ASAP1 inh,rCAG binder,GC-A act,sPLA2-III inh,ARFGAP1 inh,NPR2 activator,FXN GAA850 act,proKLK7 act,ADAM10 inh
CCc1nc2ccc(C(=O)NCc3cccs3)cn2c1N(CCC(C)C)CCN(C)C,-2,-4,0,-1,-6,-12,-2,-7.4,0.8,-31
O=C(O)C1CCN(C(=O)CSc2nnc3ccccn23)CC1,2,-9,-1,0,7,-11,-5,-0.4,-0.1,-23
CCc1cc(C(=O)c2ccc(OC)cc2)c(N)s1,3,-3,-3,2,10,6,5,0.0,-0.1,3
Cc1ccc(-n2c(=O)c3sccc3n(CC(=O)NCC3CCCO3)c2=O)cc1F (configuration not stated),-9,-3,0,4,17,0,-2,-1.4,0.4,0
CN=c1scc(-c2ccc(F)cc2)n1/N=C/c1ccc(O)c(O)c1,-3,5,16,-3,11,17,-4,9.3*,-6.4,-3
CCCc1cc(=O)oc2cc(C)cc(OCC(=O)NCc3ccccn3)c12,-6,1,-2,-18,1,4,-16,0.3,1.6,-398
Fc1ccc(C2c3[nH]c4ccccc4c3CCN2Cc2cccn2-c2ncccn2)cc1 (configuration not stated),7,4,4,-21,-5,7,-10,-6.7,1.0,-41
N#Cc1ccccc1OCC(=O)NC(=O)NC1CCS(=O)(=O)C1 (configuration not stated),3,20,1,0,12,-10,4,3.3,0.6,-18
COc1ccc(CC(=O)Nc2cccc3c2CCCC3)cc1,-3,1,-2,1,3,3,-1,3.1,0.4,3
COc1ccc(NC(=S)Nc2cccc(Cl)c2)cc1OC,2,2,4,5,8,3,1,1.6,0.3,-20
CCCCOc1ccc(C(=O)NCC(=O)NCc2ccccn2)cc1,2,3,-4,1,0,8,-11,0.5,-0.1,0
Cn1c(=O)c2c(nc(NCc3ccccc3)n2CC(N)=O)n(C)c1=O,-1,-1,1,5,5,1,4,0.2,-0.6,2
Cc1ccccc1OCCSc1nnc(-c2ccncc2)n1C,0,-4,-3,-1,4,-9,1,-1.8,-0.4,-3
O=C(CCNS(=O)(=O)c1ccc(Cl)cc1)NCc1cccs1,-8,10,1,1,-2,-3,-4,0.7,-0.4,5
CCOC(=O)c1ccccc1NC(=S)N1CC(C)CC(C)C1 (configuration not stated),10,-5,-4,-2,12,0,-7,1.8,0.2,-7
C/C(NC1CCCC1)=C(/C#N)C(N)=O,2,-10,1,-1,2,8,3,-0.3,0.2,2
CC(=O)Oc1ccc(OC(C)=O)c2c1CC(C)=C(C)C2,-1,4,-4,10,-9,-3,4,0.3,0.4,-2
NS(=O)(=O)c1ccc(CNC(=O)CNC(=O)c2ccc(F)cc2)cc1,4,4,-6,2,12,-1,3,1.2,-0.3,-8
O=C(Nc1ccc(Cl)c(S(=O)(=O)N2CCOCC2)c1)C1CCC1,-4,-6,4,-1,0,22,-2,2.0,1.0,-2
CCCOc1ccc(-c2c(=O)n(O)c3ccccc3[n+]2[O-])cc1,1,-2,14,29,-37,11,7,11*,-3.1,-39
Cc1ccsc1/C=N/NC(=O)c1cc(-c2ccncc2)nc2ccccc12,1,6,11,-9,-2,14,-9,-1.0,1.3,4
O=C(NC1CCCCC1)C1c2ccccc2OCC(=O)N1Cc1ccccc1 (configuration not stated),8,-9,3,-10,-1,1,-11,nt,0.4,-2
S=C(Nc1ccc2nccnc2c1)N1CCCC1,0,1,-1,-2,-1,7,-2,1.5,-0.3,-24
O=C(CN1C(=O)C2C3C=CC(C3)C2C1=O)Nc1ccc(F)cc1 (configuration not stated),1,16,0,3,2,1,1,0.8,0.1,4
Cc1cc(=O)[nH]c(Cc2ccc(OC(C)C)cc2)n1,-3,10,1,2,3,5,-4,2.2,0.0,7
O=C1/C(=C/c2ccc(F)cc2)Oc2cc(OC(=O)N3CCOCC3)ccc21,4,6,0,1,-1,-2,-8,-0.5,0.4,-9
C/C(N)=C(/C#N)C(=O)COC(=O)Cc1coc2ccc3ccccc3c12,4,9,8,4,-9,2,-4,-0.5,0.6,-12
CCC(c1nnnn1Cc1ccc(OC)cc1)N(CCCO)Cc1cc2cc3c(cc2[nH]c1=O)OCO3 (configuration not stated),9,-6,-5,-5,-6,-1,2,1.6,3.1,-191
Cc1cc(C)nc(N(C#N)CCOc2ccccc2)n1,0,5,-1,2,3,-12,-3,1.7,0.3,7
O=C1CSC(=S)N1N=Cc1ccccc1O,-3,-18,15,-1,2,15,3,1.6,-0.2,-11
CN(Cc1cccs1)C(=O)Cn1cnc2ccccc2c1=O,2,-1,-1,1,4,7,1,-1.5,-0.1,3
Cc1ccc(-n2c(SCC(=O)Nc3ccc(S(=O)(=O)Nc4nccs4)cc3)nnc2-c2ccccn2)cc1,-9,nt,70*,0,-37,nt,6,nt,0.7,-1
COc1ccc(/C=C2\N=C(c3ccccc3)NNC2=O)cc1,-7,0,6,-1,3,-1,-7,0.1,0.3,3
Cc1c(NC(=O)Nc2ccc(F)cc2F)c(=O)n(-c2ccccc2)n1C,3,-8,-1,1,4,-1,1,2.0,-0.1,-1
O=C(Cc1csc(NC(=O)c2ccc(F)cc2)n1)NO,-3,13,3,6,-1,0,3,2.3,0.2,5
COCCN(CCOC)C(=O)c1ccc(NS(=O)(=O)c2ccc3[nH]c(=O)[nH]c3c2)cc1,-10,6,-2,3,5,3,2,3.9,-0.6,-3
CSc1nnc(-c2ccccc2)o1,-8,1,9,-1,3,2,-4,1.1,0.5,3
COCCCNS(=O)(=O)c1ccc(Cl)c(C(F)(F)F)c1,-1,-4,-4,2,-2,1,-5,0.5,0.0,-3
CC(C)CC(NC(=O)C1CCC(C)CC1)C(=O)NCc1ccco1 (configuration not stated),-7,11,-5,1,3,3,3,-1.3,0.1,0
Cc1ccc(S(=O)(=O)NN2Cc3ccccc3C2=N)cc1,-1,5,5,-4,4,12,0,-2.2,-0.2,7
CC(C)OC(=O)c1cc(NC(=O)C2C3C=CC(O3)C2C(=O)O)cc(C(=O)OC(C)C)c1 (configuration not stated),0,-6,2,-3,3,2,5,2.7,3.8,-125
Cc1oc(-c2cccs2)nc1CNC[C@H]1O[C@@H](n2cnc(C(N)=O)n2)[C@H](O)[C@@H]1O,-2,-5,6,3,2,-1,7,1.0,-1.0,-11
COc1ccccc1C(=O)NC(=S)Nc1ccc(S(=O)(=O)N2CCN(C)CC2)cc1,-6,-1,5,-4,10,0,-3,-0.6,-0.3,7
CC(C)C[C@H]1CN(CCCC[C@@H]2CNC(=O)C(=O)N2CC2CCCCC2)C(=O)C(=O)N1CCc1ccc(O)cc1,3,6,0,1,-20,14,3,nt,0.5,-3
Cc1c(N2C(=O)c3ccc(F)cc3C2=O)c(=O)n(-c2ccccc2)n1C,3,-8,0,6,3,-3,2,-1.6,-0.3,-7
CC(C)N1CCN(Cc2ccc(C#CC(C)(C)O)cc2)CC1CCO (configuration not stated),7,-11,0,-2,11,-2,-2,0.3,0.0,3
Cc1sc2nc[nH]c(=O)c2c1-c1ccc(Cl)cc1,4,5,0,-1,-9,10,0,1.1,0.1,2
CC1CCN(CCOCCOc2ccc(Br)cc2Cl)CC1,4,2,-5,-8,-7,4,-8,-0.7,0.4,-4
COC(=O)C(NC(=O)CCc1c(C)nc2ncnn2c1C)C(C)C (configuration not stated),0,2,2,-2,8,6,2,-0.8,0.7,8
CC(=O)Nc1ccc(NC(=O)C(C)OC(=O)C2(c3ccccc3F)CCCC2)cc1 (configuration not stated),-13,11,-1,0,-7,5,2,-0.4,-0.1,-11
COc1nc2ccccc2nc1OC,-8,0,4,-2,12,6,15,-0.1,0.3,-1
O=C(Cc1ccccc1Cl)Nc1cc(S(=O)(=O)N2CCOCC2)ccc1N1CCOCC1,2,2,0,-5,4,-5,-4,0.9,0.2,0
CC(NC(=O)CSc1nc2c(cc1C#N)CN(C)CC2)c1ccccc1 (configuration not stated),6,13,9,15,5,3,3,-2.2,5.6,-215
Cc1ccc(C)c(OCC(=O)Nc2cccc(C(=O)O)c2)c1C,-5,3,7,-5,-7,-6,-3,5.9,0.0,5
O=C(c1cc2ccccc2oc1=O)N(Cc1ccccc1F)C1CCS(=O)(=O)C1 (configuration not stated),-5,9,1,-4,3,-1,-3,1.2,-0.7,-10
COc1ccccc1C(=O)N/N=C(\C)c1cccnc1,3,-3,-2,2,-2,-10,2,2.8,-0.1,-1
Cc1noc(C)c1COC(=O)c1ccccc1NC(=O)c1ccco1,-3,-5,-3,-3,-2,-4,-7,-0.3,0.6,-2
CCOc1ccc(-n2c(SCC(N)=O)nnc2-c2ccco2)cc1,8,2,-4,2,-1,-9,-1,-1.4,0.1,-7

# Some of the entries so far, with two lines to a compound.
# Values in the order: Tn6 DDE FP	ASAP1 inh	rCAG binder	GC-A act	sPLA2-III inh	ARFGAP1 inh	NPR2 activator	FXN GAA850 act	proKLK7 act	ADAM10 inh
- CCc1nc2ccc(C(=O)NCc3cccs3)cn2c1N(CCC(C)C)CCN(C)C
→ -2	-4	0	-1	-6	-12	-2	-7.4	0.8	-31
- O=C(O)C1CCN(C(=O)CSc2nnc3ccccn23)CC1
→ 2	-9	-1	0	7	-11	-5	-0.4	-0.1	-23
- CCc1cc(C(=O)c2ccc(OC)cc2)c(N)s1
→ 3	-3	-3	2	10	6	5	0.0	-0.1	3
- Cc1ccc(-n2c(=O)c3sccc3n(CC(=O)NCC3CCCO3)c2=O)cc1F (configuration not stated)
→ -9	-3	0	4	17	0	-2	-1.4	0.4	0
- CN=c1scc(-c2ccc(F)cc2)n1/N=C/c1ccc(O)c(O)c1
→ -3	5	16	-3	11	17	-4	9.3*	-6.4	-3
- CCCc1cc(=O)oc2cc(C)cc(OCC(=O)NCc3ccccn3)c12
→ -6	1	-2	-18	1	4	-16	0.3	1.6	-398
- Fc1ccc(C2c3[nH]c4ccccc4c3CCN2Cc2cccn2-c2ncccn2)cc1 (configuration not stated)
→ 7	4	4	-21	-5	7	-10	-6.7	1.0	-41
- N#Cc1ccccc1OCC(=O)NC(=O)NC1CCS(=O)(=O)C1 (configuration not stated)
→ 3	20	1	0	12	-10	4	3.3	0.6	-18
- COc1ccc(CC(=O)Nc2cccc3c2CCCC3)cc1
→ -3	1	-2	1	3	3	-1	3.1	0.4	3
- COc1ccc(NC(=S)Nc2cccc(Cl)c2)cc1OC
→ 2	2	4	5	8	3	1	1.6	0.3	-20
